eLon inh: inhibits E. coli Lon protease | inhibition, % at 7.94 µM | purified E. coli Lon protease, fluorescence polarization | P0A9M0 | 0.42% of 360,000 active; in the data active = inhibition above about 13%, passing the limit was not always enough;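 also: 0% = enzyme with probe and DMSO and 100% = no enzyme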
TbMetRS inhib: blocks T. brucei methionyl-tRNA synthetase activity; AID 624268; 0.4% of 360,000 active; inhibition, % at 11.9 µM; purified T. brucei MetRS, ATP depletion, Kinase-Glo luminescence;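 active = inhibition above a per-plate cutoff of the control wells' mean inhibition plus 3 SD, cut at about 5.5% in these data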;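 also: 0% = DMSO wells median and 100% = median of wells with control inhibitor compound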
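Measured by: Kinase-Glo luciferase luminescence reporting remaining unconsumed ATP. Material: purified T. brucei MetRS enzyme. Doses: 11.9 µM compound single dose, 0.9% DMSO. Medium: HEPES buffer containing pyrophosphatase, BSA, spermine, DTT. Times: 15 min preincubation, 2 h reaction, all 25 °C. Reagent: methionine, ATP and bulk E. coli tRNA.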
MT1-MMP act inh: inhibitors of human MT1-MMP activation; GFP/RFP ratio change, % at 20 µM; AID 651647; HT1080 RFP-PRO-GFP cells, GFP/RFP ratio fluorescence, overnight; percent of plate control window, DMSO zero; 0.061% of 360,000 active;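 active = GFP/RFP ratio change of at least 30% with cell ATP level not reduced by more than half and red fluorescence within 50% of control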; also: strong numbers were not always called active
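Read-out: GFP/RFP fluorescence ratio; Test system: RFP-PRO-GFP reporter HT1080 cells; Compound dosing: single-point 20 µM compound, 1% DMSO; Times: overnight compound exposure at 37 °C.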
MsrA act: activators of bovine methionine sulfoxide reductase A. purified bovine MsrA, absorbance read-out. activation, % at 10.6 µM. 0.3% of 360,000 active; in the data active = activation above about 7.5%;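 also: 0% = vehicle and 100% = reference activator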
MsrA inhibitor: inhibitors of bovine MsrA; inhibition, % at 15.5 µM; 0.75% of 360,000 active; purified bovine MsrA, absorbance read-out; in the data active = inhibition above about 4.5%;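 also: 0% = vehicle wells with enzyme and 100% = reference inhibitor wells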
SKN-1 block: C. elegans SKN-1 inhibition | C. elegans VP596 Pgst-4::GFP/RFP ratio, acrylamide-induced, 24 h | 0.49% of 360,000 active | AID 624304 | inhibition, % at 21.8 µM;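 active = interference check ratio from 0.5 to 1.5 plus GFP to RFP signal ratio inhibition reaching or exceeding a fixed threshold, cut at about 30% in these data, passing the limit was not always enough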; also: some compounds called inactive have numbers as strong as hits
CendR NRP1 mod: NRP-1/CendR interaction modulation | O14786 | FAM-RPARPAR peptide binding to NRP-1, fluorescence polarization | inhibition, % at 25 µM | 0.85% of 360,000 active;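 active = inhibition or corrected inhibition above about 18%, plus a signal ratio from 0.5 to 1.5, limit read from the data, passing the limit was not always enough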; also: strong numbers were not always called active
Target sequence (O14786 whole entry, looked up): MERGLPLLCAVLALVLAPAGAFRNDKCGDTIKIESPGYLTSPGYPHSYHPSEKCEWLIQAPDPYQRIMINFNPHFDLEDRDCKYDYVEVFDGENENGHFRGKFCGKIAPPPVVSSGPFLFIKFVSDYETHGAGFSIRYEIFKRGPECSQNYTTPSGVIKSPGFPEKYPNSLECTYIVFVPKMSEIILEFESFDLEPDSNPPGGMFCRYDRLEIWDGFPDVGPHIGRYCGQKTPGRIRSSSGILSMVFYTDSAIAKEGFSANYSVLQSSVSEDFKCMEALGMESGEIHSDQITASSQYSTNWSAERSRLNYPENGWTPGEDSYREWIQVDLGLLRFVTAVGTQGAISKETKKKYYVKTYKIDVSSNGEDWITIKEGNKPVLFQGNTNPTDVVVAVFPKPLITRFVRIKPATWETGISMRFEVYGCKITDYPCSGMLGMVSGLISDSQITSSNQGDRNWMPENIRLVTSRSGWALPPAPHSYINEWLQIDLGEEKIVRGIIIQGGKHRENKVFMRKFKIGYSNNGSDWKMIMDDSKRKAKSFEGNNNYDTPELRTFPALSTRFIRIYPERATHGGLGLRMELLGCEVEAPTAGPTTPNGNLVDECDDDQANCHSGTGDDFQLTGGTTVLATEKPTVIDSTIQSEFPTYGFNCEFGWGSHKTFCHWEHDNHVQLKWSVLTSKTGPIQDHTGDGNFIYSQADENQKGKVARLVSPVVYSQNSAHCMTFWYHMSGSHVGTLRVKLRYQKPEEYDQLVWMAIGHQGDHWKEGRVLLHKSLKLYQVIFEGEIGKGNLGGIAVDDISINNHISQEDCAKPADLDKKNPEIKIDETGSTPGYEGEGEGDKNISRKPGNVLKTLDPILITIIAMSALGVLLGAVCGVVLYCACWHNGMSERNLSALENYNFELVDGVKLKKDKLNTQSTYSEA
PABP1 MLLE inh: inhibitors of microRNA-mediated deadenylation, human PABP1 MLLE binding | P11940 | GST-MLLE / FITC-PAM2 fluorescence polarization | inhibition, % at 20 µM | 0.36% of 360,000 active | AID 588489; in the data active = inhibition above about 35%, passing the limit was not always enough;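 also: plate controls were DMSO wells with GST-MLLE for no effect and wells lacking GST-MLLE protein for full effect; some results filed as inactive read as strong as hits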
FAS TE block: FAS thioesterase (human) inhibition; P49327; AID 602261; recombinant FAS-TE, OMFH fluorogenic substrate, fluorescence endpoint; 0.67% of 360,000 active; inhibition, % at 15 µM;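 active = compounds whose normalised, plate-corrected inhibition of enzyme fluorescence in the single-dose primary screen is 50% or more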;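 also: 0% = DMSO with enzyme and 100% = substrate without enzyme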
Starred values were filed as active, the others as inactive; . = no result given.

1. COc1ccc(C(C2C(=O)CC(C)(C)CC2=O)C2C(=O)CC(C)(C)CC2=O)cc1CO
2. CN1CCN(S(=O)(=O)c2ccc(N(C)Cc3cccc(F)c3)nc2)CC1
3. CCCCCOC(=O)CC(C(=O)OCCCCC)N1CCCCC1 (stereo not drawn)
4. CC(C)(C)c1csc(NC(=O)CCc2ccccc2)n1
5. CCCCN1C(=O)C(CC(=O)NCc2cccs2)CC(C(=O)N(C(C)C)C(C)C)=C1C (stereo not drawn)

compound no.	1	2	3	4	5
eLon inh	13	-8	0	-14	-8
TbMetRS inhib	-0.6	0.3	-0.7	-0.7	-0.9
MT1-MMP act inh	3	-3	0	-27	-1
MsrA act	-5	0	-4	-4	-3
MsrA inhibitor	0.0	0.0	-1.4	-0.2	0.4
SKN-1 block	-5	-9	-1	15	9
CendR NRP1 mod	-11	1	-2	13	-9
PABP1 MLLE inh	22	-3	-1	6	4
FAS TE block	-5	-2	13	16	-6

6. Cc1ccc(N=C(c2cccs2)N2CCOCC2)cc1
7. O=C(Nc1ccc(S(=O)(=O)Nc2ncccn2)cc1)c1cccc(S(=O)(=O)N2CCOCC2)c1
8. Cc1c(C(=O)N/N=C/c2cccnc2)nnn1-c1nonc1N
9. Cc1cc(C)c(C(=O)CSc2nnc(C)c(=O)[nH]2)cc1C
10. Cc1ccc(C)c(NC(=O)c2ccc(OCc3c(C)noc3C)cc2)c1

compound no.	6	7	8	9	10
eLon inh	5	8	-14	5	-12
TbMetRS inhib	-0.7	-0.1	-0.1	-0.7	-0.1
MT1-MMP act inh	1	2	-1	-3	3
MsrA act	-1	-1	0	-12	-4
MsrA inhibitor	-0.8	-0.8	0.2	0.0	0.1
SKN-1 block	11	-4	8	11	8
CendR NRP1 mod	-7	-6	-2	0	6
PABP1 MLLE inh	-1	-3	-1	-50	2
FAS TE block	-3	-4	-1	-9	5

11. CN(C)C(=N)c1n[nH]nc1SCc1ccc(Cl)c(Cl)c1
12. N#Cc1ccc(Cl)cc1NC(=O)COC(=O)[C@H](CCC(N)=O)NC(=O)c1ccc(F)cc1
13. O=C(c1cc(=O)[nH]c2ccccc12)N1CCN(c2ccc([N+](=O)[O-])cc2)CC1
14. O=C(CNS(=O)(=O)c1cccc(Cl)c1)OCc1csc(-c2ccccc2)n1
15. O=c1[nH]c2cc3c(cc2cc1CN(Cc1nnnn1C1CCCC1)C1CCCC1)OCCO3

compound no.	11	12	13	14	15
eLon inh	-1	3	-5	4	-5
TbMetRS inhib	-0.4	0.3	2.2	-0.2	-0.4
MT1-MMP act inh	0	-1	7	1	-3
MsrA act	-1	-1	-5	-4	-6
MsrA inhibitor	0.9	1.8	0.2	0.3	3.8
SKN-1 block	5	7	10	15	-5
CendR NRP1 mod	-2	0	7	-10	-6
PABP1 MLLE inh	-2	-1	-12	5	1
FAS TE block	-4	-2	-5	26	-9

16. Cn1c(=O)c2ncn(CC(=O)Nc3ccc4c5c(cccc35)CC4)c2n(C)c1=O
17. COc1ccc(Cn2c(C)nc([N+](=O)[O-])c2SCC(=O)O)cc1[N+](=O)[O-]
18. C=CCN1C(=O)c2ccc(C(=O)NCCc3ccc(F)cc3)cc2C1=O
19. CCCC1=C(C(=O)OCC)C(c2ccc(O)cc2)n2ncnc2N1 (stereo not drawn)
20. COc1ccc(CCNC(=O)CCS(=O)(=O)c2ccc3c(c2)NC(=O)C(C)S3)cc1OC (stereo not drawn)

compound no.	16	17	18	19	20
eLon inh	-6	4	1	-1	-3
TbMetRS inhib	0.0	-0.8	-0.8	-0.5	-0.3
MT1-MMP act inh	-21	2	-9	3	2
MsrA act	-1	-14	-9	-3	0
MsrA inhibitor	0.3	2.3	-0.9	1.3	0.2
SKN-1 block	42*	-3	10	20	1
CendR NRP1 mod	-32	4	-1	-7	5
PABP1 MLLE inh	7	-19	3	0	-2
FAS TE block	-4	0	11	-7	-6

Ordered by the number under PABP1 MLLE inh (lowest first): some entries from above.
| cpd | canonical_smiles | PABP1 MLLE inh |
| --- | --- | --- |
| 19 | CCCC1=C(C(=O)OCC)C(c2ccc(O)cc2)n2ncnc2N1 (stereo not drawn) | 0 |
| 18 | C=CCN1C(=O)c2ccc(C(=O)NCCc3ccc(F)cc3)cc2C1=O | 3 |
| 16 | Cn1c(=O)c2ncn(CC(=O)Nc3ccc4c5c(cccc35)CC4)c2n(C)c1=O | 7 |

(further entries)
21. Cc1cc(C(=O)Nc2cccc3ccccc23)co1
22. O=c1nc(N2CCCCC2)nc(Nc2ccccc2)[nH]1
23. COc1ccccc1C(=O)Nc1cccc(N(C)S(C)(=O)=O)c1
24. Cc1cc(C)cc(C(=O)N/N=C/c2ccoc2)c1
25. CCCC12CN(C(=O)c3ccc(OC)cc3)CC(C)(CN(C(=O)c3ccc(OC)cc3)C1)C2=O

compound no.	21	22	23	24	25
eLon inh	-6	-12	-5	-15	-7
TbMetRS inhib	-0.1	1.4	0.1	-0.1	0.3
MT1-MMP act inh	2	4	2	0	2
MsrA act	-3	1	0	-1	0
MsrA inhibitor	-0.5	-0.7	-0.2	-1.2	-0.3
SKN-1 block	9	8	-2	11	1
CendR NRP1 mod	-15	1	4	8	-8
PABP1 MLLE inh	1	-2	-7	-16	1
FAS TE block	-2	-8	-7	-5	-1

26. COc1ccc(CCNC(=O)CS(=O)Cc2nc(-c3ccccc3Cl)oc2C)cc1OC (stereo not drawn)
27. COc1cc2nc(C3CCC3)n(NC(=O)C3CCCC(OC)C3)c(=O)c2cc1OC (stereo not drawn)
28. Cc1ccc(S(=O)(=O)Oc2ccc(/C=N/NC(=O)c3nn(C)cc3Cl)cc2)cc1
29. COc1cc(C(O)c2nc(-c3cccc(NC(C)=O)c3)cs2)ccc1F (stereo not drawn)
30. C(=N\Nc1ncnc2sc3c(c12)CCC3)/c1ccncc1

compound no.	26	27	28	29	30
eLon inh	1	-5	-18	2	5
TbMetRS inhib	-0.8	-0.1	-1.2	0.4	1.7
MT1-MMP act inh	3	-1	3	3	-13
MsrA act	-2	-3	-1	-2	-5
MsrA inhibitor	0.7	-0.8	-0.2	-0.9	4.2
SKN-1 block	-2	-1	-10	-4	2
CendR NRP1 mod	5	0	1	3	-7
PABP1 MLLE inh	8	-16	-5	-2	-8
FAS TE block	-2	-3	20	-4	-1

31. COc1ccc(NC(=O)COC(=O)Cc2coc3cc(OC)ccc23)c(OC)c1
32. O=C(COC(=O)c1ccccc1Br)Nc1ccccc1F
33. S=C(Nc1ccccc1)N1CCN(c2ccccn2)CC1
34. N#CC1=C(N)SC(N)=C(C#N)C1c1c(Cl)cccc1Cl
35. COc1cccc(CNC(=O)c2cc(S(=O)(=O)N3CCOCC3)ccc2N2CCCC2)c1

compound no.	31	32	33	34	35
eLon inh	2	-5	-19	-231	-10
TbMetRS inhib	-0.1	-0.7	-1.7	-0.2	-0.3
MT1-MMP act inh	6	-2	2	-53	3
MsrA act	8.0*	-7	-9	-15	-5
MsrA inhibitor	-0.1	0.3	-0.1	1.6	-0.1
SKN-1 block	15	-4	3	7	-11
CendR NRP1 mod	2	2	-3	-53	10
PABP1 MLLE inh	-14	4	-83	-48	0
FAS TE block	10	2	-4	-22	-4

36. Cc1ccc(-n2ncc3c(=O)n(-c4ccc(C)c(C)c4)c(C)nc32)cc1
37. COc1cccc(-c2cnc3c(NC(C)=O)cc(-c4ccc(C(=O)NC5CC5)cc4)cn23)c1
38. O=[N+]([O-])c1ccccc1S(=O)NCc1c(Cl)cccc1Cl (stereo not drawn)
39. CC1CCC(NS(=O)(=O)c2cccc3nsnc23)CC1 (stereo not drawn)
40. Cc1c(C)c2ccc(OCC(=O)N3CCOCC3)c(C)c2oc1=O

compound no.	36	37	38	39	40
eLon inh	-4	-10	-8	-6	-3
TbMetRS inhib	-1.6	-0.2	-0.3	-0.3	-0.5
MT1-MMP act inh	9	4	1	4	7
MsrA act	-9	5	-5	-3	-7
MsrA inhibitor	0.1	-0.5	-0.6	0.0	-0.1
SKN-1 block	-14	12	0	16	7
CendR NRP1 mod	-1	-17	9	8	-3
PABP1 MLLE inh	-6	1	-10	8	-2
FAS TE block	6	10	1	0	-1

41. COc1ccc(C(O)(C2CCCCC2)C(CN2CCCC2)c2ccccc2)cc1 (stereo not drawn)
42. Cc1cc(C)c(NC(=O)c2cnn(C)c2)c(C)c1
43. COc1ccc(OC)c(S(=O)(=O)N2CCC(C(=O)NCc3ccccc3OC)CC2)c1
44. COCCNC(=O)/C(C#N)=C\c1ccc(CNC(=O)C(=O)Nc2ccc(C)c(C)c2)o1
45. COCCCNC(=O)CN(CCc1ccccc1)S(=O)(=O)c1ccccc1

compound no.	41	42	43	44	45
eLon inh	1	-8	-2	5	-6
TbMetRS inhib	-0.8	-0.7	0.0	-0.2	0.4
MT1-MMP act inh	-12	-2	0	-1	4
MsrA act	1	-6	-4	-1	-1
MsrA inhibitor	0.2	-0.4	-0.6	1.5	1.4
SKN-1 block	14	8	-12	5	5
CendR NRP1 mod	7	-8	9	-9	14
PABP1 MLLE inh	-17	6	5	-6	0
FAS TE block	4	-11	-4	-6	0

Compound profiles, from the list above. Order of values: eLon inh | TbMetRS inhib | MT1-MMP act inh | MsrA act | MsrA inhibitor | SKN-1 block | CendR NRP1 mod | PABP1 MLLE inh | FAS TE block
COCCNC(=O)/C(C#N)=C\c1ccc(CNC(=O)C(=O)Nc2ccc(C)c(C)c2)o1 as listed: 5 | -0.2 | -1 | -1 | 1.5 | 5 | -9 | -6 | -6
COCCCNC(=O)CN(CCc1ccccc1)S(=O)(=O)c1ccccc1 as listed: -6 | 0.4 | 4 | -1 | 1.4 | 5 | 14 | 0 | 0
Cc1cc(C)c(NC(=O)c2cnn(C)c2)c(C)c1 as listed: -8 | -0.7 | -2 | -6 | -0.4 | 8 | -8 | 6 | -11

Additional results follow:
46. COc1ccc(NC(=O)c2cc(-c3ccc(C)cc3O)n[nH]2)c(OC)c1
47. O=C1CSC(=S)N1Cc1cccs1
48. N#C/C(=C\c1ccccc1)C(=O)NC1CC1
49. O=C(NCc1cccnc1)c1noc2c1CCCCC2
50. c1ccc(-c2onc3cc4c(cc23)OCCO4)cc1
51. COc1ccc(CCNC(=O)C2CC(c3ccc([N+](=O)[O-])cc3)=NO2)cc1 (stereo not drawn)
52. Fc1ccc(-c2n[nH]c(=S)n2-c2ccc3c(c2)OCCO3)cc1

compound no.	46	47	48	49	50	51	52
eLon inh	-2	-25	-9	-4	2	-3	2
TbMetRS inhib	0.6	-0.1	-1.2	-0.7	-0.8	-0.2	-0.3
MT1-MMP act inh	2	11	3	-5	0	1	5
MsrA act	-1	-3	-5	1	0	-2	4
MsrA inhibitor	-0.3	-1.4	-0.8	.	5.1*	2.0	0.8
SKN-1 block	5	-22	2	-8	20	5	-1
CendR NRP1 mod	-3	-10	5	12	-2	16	-14
PABP1 MLLE inh	9	14	14	5	13	-2	6
FAS TE block	-1	4	-2	-7	11	6	-7

Screening data: PubChem, several laboratories
